NALP1 yeast inh = NALP1 inflammasome inhibitors in reconstituted yeast, colorimetric, S. cerevisiae, triplicate retest; S. cerevisiae NALP1/ASC/caspase-1 growth, X-gal OD620, 72 h; inhibition, % at 10 µM; actives 0.61% (n = 280,000); in the data active = inhibition mostly above about 24%, no sharp cut-off; inactive = mostly below about 32%; also: some compounds called inactive have numbers as strong as hits
OXTR ag = human OXTR agonists, primary screen, fluorescence, CHO-OTR cells, Fluo-8 calcium; actives 0.32% (n = 320,000); activation, % at 3 µM; Oxytocin receptor (Homo sapiens), P30559; Fluo-8 calcium fluorescence; normalized: DMSO 0%, oxytocin 100%;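 active = activation above the mean of all tested compounds plus 3 SD, cutoff set per screening run, cut at about 20% in these data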;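 also: peak over basal fluorescence ratio from a 100 s FLIPR kinetic read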
Target sequence (P30559 whole entry, looked up): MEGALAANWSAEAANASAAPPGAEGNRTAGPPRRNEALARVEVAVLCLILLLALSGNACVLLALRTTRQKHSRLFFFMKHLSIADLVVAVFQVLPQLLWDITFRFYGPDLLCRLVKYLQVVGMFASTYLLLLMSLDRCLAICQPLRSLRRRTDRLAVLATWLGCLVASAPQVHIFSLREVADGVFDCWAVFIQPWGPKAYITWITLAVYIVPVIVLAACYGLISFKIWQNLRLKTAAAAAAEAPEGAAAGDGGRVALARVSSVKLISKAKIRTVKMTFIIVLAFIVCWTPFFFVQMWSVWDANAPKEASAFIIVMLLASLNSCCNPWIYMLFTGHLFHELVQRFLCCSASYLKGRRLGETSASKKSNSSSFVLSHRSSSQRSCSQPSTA
DNA FID counter = compounds displacing fluorescent DNA intercalator, primary screen, artefact control for HCV NS3 helicase inhibitor project, biochemical, FID fluorescence; DNA fluorescent intercalator displacement; inhibition, % at 7.9 µM; AID 1845, 2009; actives 0.17% (n = 290,000); in the data active = inhibition above about 37%;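 also: 0% = vehicle and 100% = reference compound; higher means more ethidium bromide displaced from hairpin DNA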
MEKK2wt PB1 HTS = modulators of MEK5 binding to wildtype MEKK2, primary screen, biochemical, multiplex bead flow cytometry, Alexa488-MEK5 | binding response (% of control), % at 10 µM | Alexa488-MEK5 binding to MEKK2 WT; actives lie on both sides | actives 1.1% (n = 290,000); in the data active = binding response below about 67% or above about 130%
GPR7 antag = GPR7 receptor antagonists, primary screen, cell-based, fluorescence, single concentration. GPR7-expressing cells, fluorescence antagonist assay. AID 1861, 2009. actives 1.1% (n = 290,000). inhibition, % at 4.4 µM; in the data active = inhibition above about 16%, passing the limit was not always enough;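 also: cells stimulated with the agonist NPW; 0% = agonist with vehicle and 100% = vehicle without agonist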
Target sequence (P48145 whole entry, looked up): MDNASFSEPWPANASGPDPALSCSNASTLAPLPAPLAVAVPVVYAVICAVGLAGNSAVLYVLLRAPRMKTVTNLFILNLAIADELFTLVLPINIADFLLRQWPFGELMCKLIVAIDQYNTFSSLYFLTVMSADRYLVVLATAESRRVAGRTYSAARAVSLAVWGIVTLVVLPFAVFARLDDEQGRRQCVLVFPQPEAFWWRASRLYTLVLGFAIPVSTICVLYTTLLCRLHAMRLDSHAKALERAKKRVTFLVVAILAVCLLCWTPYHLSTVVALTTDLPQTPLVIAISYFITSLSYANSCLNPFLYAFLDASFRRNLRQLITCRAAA
MEKK3 PB1 HTS = modulators of MEKK3-MEK5 PB1 binding, primary screen, biochemical, wildtype MEKK3, multiplex bead flow cytometry, Alexa488-MEK5; bead-based flow cytometry, Alexa488-MEK5 binding to MEKK3; actives lie on both sides; 0 = blocked by unlabeled MEK5, 100 = vehicle; binding response (% of control), % at 10 µM; actives 1.4% (n = 290,000); AID 1529, 2009;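 active = binding response more than 3 SD above or below the average of its plate-row segment, actives on both sides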;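 also: Alexa488 bead fluorescence after subtracting the streptavidin-only scavenger bead signal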
PfM18AAP inh = PfM18AAP inhibitors, malaria aminopeptidase, primary screen, biochemical, QFRET, recombinant enzyme. M18 aspartyl aminopeptidase (Plasmodium falciparum 3D7). H-Glu-NHMec fluorogenic cleavage. inhibition, % at 7.35 µM. actives 1.2% (n = 290,000);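 active = inhibition above the campaign mean inhibition over all tested compounds plus 3 SD, cut at about 28% in these data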;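 also: 0% = plate median of test compound wells and 100% = 2 mM ZnCl2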
MEKK2 mut-MEK5 = MEK5 binding signal on mutant MEKK2 PB1, primary screen, biochemical, multiplex bead flow cytometry, Alexa488-MEK5. percent response, % at 10 µM. Alexa488-MEK5 binding to MEKK2 mutant. actives 0.35% (n = 290,000); in the data active = percent response above about 24%, passing the limit was not always enough; also: inactives centre near 1; some results filed as inactive read as strong as hits; reference of the scale not given here
PHOSPHO1 inh = PubChem AID 1565 | actives 1.1% (n = 290,000) | Phosphoethanolamine/phosphocholine phosphatase (Homo sapiens), Q8TCT1 | recombinant PHOSPHO1, absorbance phosphatase assay | inhibition, % at 13.3 µM; in the data active = inhibition above about 60%
Target sequence (Q8TCT1 whole entry, looked up): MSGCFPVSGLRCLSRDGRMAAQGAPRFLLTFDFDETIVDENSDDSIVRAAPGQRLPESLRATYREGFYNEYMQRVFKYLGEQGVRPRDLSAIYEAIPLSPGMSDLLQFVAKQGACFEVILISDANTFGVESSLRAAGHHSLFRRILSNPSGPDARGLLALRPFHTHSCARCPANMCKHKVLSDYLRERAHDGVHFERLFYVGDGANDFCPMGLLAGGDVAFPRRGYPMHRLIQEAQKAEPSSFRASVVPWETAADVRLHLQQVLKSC
* = called active by the depositor; · = no result given; [ ] = remark or other dose.

SMILES	NALP1 yeast inh	OXTR ag	DNA FID counter	MEKK2wt PB1 HTS	GPR7 antag	MEKK3 PB1 HTS	PfM18AAP inh	MEKK2 mut-MEK5	PHOSPHO1 inh
CC(C)(C)c1cc(Cl)ccc1OCCn1ccnc1	22	-0.3	21	108	2	107	-9	3	49
Cc1ccc2cccc(O)c2[n+]1[O-]	-2	0.1	2	98	-8	98	-1	0	14
Cc1cc(C)n(CC(=O)NC2CCCCC2)n1	3	0.4	-5	98	2	98	12	-3	26
CCOc1ccc(CN(C)C(=O)[C@H](C)NC(=O)c2ccco2)cc1OC	7	0.7	-12	110	-10	103	-6	7	19
CCOC(=O)C1(Cc2cccc(Cl)c2)CCCN(C(=O)c2c(CC)noc2C)C1 (stereo unspecified)	-18	4.5	-60	106	4	101	4	2	-9
COCCNCCCCOc1c(Cl)cc(C)cc1Br	10	2.9	15	106	14	100	8	2	-3
CC1CC(C)CN(CCCNC(=O)c2ccc3c(c2)ncn3C2CCCC2)C1 (stereo unspecified)	-6	1.3	17	100	0	100	-5	9	20
Cn1c(Nc2ccccc2)nc2ccccc21	6	0.1	4	102	1	102	-5	6	·
COc1cccc(OC)c1NC(=O)CN1CCC(NC(=O)c2cccc(F)c2)CC1	-2	1.6	-4	105	-15	105	-1	-2	5
O=C(N/N=C/c1cc2c(c([N+](=O)[O-])c1)OCO2)c1ccncc1	10	-0.2	2	106	-12	100	7	2	8
CCOC(=O)c1ccccc1NS(=O)(=O)c1c(C)nc2sccn2c1=O	14	-0.8	-34	106	-8	100	2	2	25
O=C(Cc1ccccc1)NC1CCN(Cc2ccccc2)CC1	21	0.4	-1	106	-9	104	4	4	24
Cc1cc(C)c(C#N)c(Nc2ccccc2C)n1	12	-2.1	-10	100	-24	100	-4	-4	14
c1ccc(Cc2nnc3sc(-c4ccco4)nn23)cc1	-27	-0.4	-12	96	-6	97	7	-1	96*
CCN(CC)c1nc(Nc2ccc([N+](=O)[O-])cc2)nc(N(CC)CC)n1	8	-0.3	-6	109	-39	107	1	19	19
CCOC(=O)c1cccc(NC(=O)c2ccccc2C)c1	-2	-1.4	1	95	0	96	4	0	32
O=C(NN=C1CCCC1)c1ccccc1OCc1ccc(Cl)cc1	-1	0.8	-31	97	-2	97	19	5	40
CCCNC(=O)Cn1c(=O)oc2cc(S(=O)(=O)N3CCCC3)ccc21	10	-0.1	-9	109	-9	103	11	7	15
Cc1cccc(C)c1NC(=O)CCn1cnc2ccccc2c1=O	-7	-0.3	-2	-2.0*[inhibitor]	-2	1.0*[inhibitor]	-9	-22	30
CC(C)(C)C(=O)Nc1nnc(-c2ccncc2)o1	12	-0.4	4	98	-6	87	-10	-1	6
CC1Sc2ccc(S(=O)(=O)CCC(=O)N3CCN(c4cccc(Cl)c4)CC3)cc2NC1=O (stereo unspecified)	2	12	-49	94	17	99	1	-1	10
COc1ccccc1CNC(=O)C1CCN(S(=O)(=O)c2cccc([N+](=O)[O-])c2)CC1	5	0.5	-20	100	-1	100	2	-1	31
CCOC(=O)C1=C(CS(=O)(=O)c2ccc(F)cc2)NC(=O)NC1c1ccc(O)c(O)c1 (stereo unspecified)	18	-0.7	-12	103	-14	99	79*	2	22
COC(=O)c1cccc(NC(=O)COc2cccc([N+](=O)[O-])c2)c1	0	2.1	-3	94	-7	96	0	-5	43
CCCCC(=O)Nc1ccc(S(=O)(=O)N2CCCCC2c2cccnc2)cc1 (stereo unspecified)	13	1.0	-28	103	-18	102	-12	5	14
COc1cc(/C=C(\C#N)C(=O)NCC2CCCO2)cc(OC)c1OC (stereo unspecified)	-1	0.8	2	88	1	97	3	-7	18
COc1ccc(CNC(=O)Cn2nc([N+](=O)[O-])cc2C)cc1	-3	-0.2	-5	106	-7	104	4	6	19
Nc1ncnc2c1ncn2CCOc1ccccc1	9	-0.9	1	98	-19	102	3	1	-16
Clc1c(-c2ccccc2)nc2ccccn12	6	-0.4	-3	101	-20	101	-12	0	41
O=C(Nc1ccc(Br)cc1)C1CCC(=O)N1Cc1ccccc1Cl (stereo unspecified)	14	3.0	-11	103	-9	102	3	8	-14

An excerpt of these results, bar-delimited.
compound | NALP1 yeast inh | OXTR ag | DNA FID counter | MEKK2wt PB1 HTS | GPR7 antag | MEKK3 PB1 HTS | PfM18AAP inh | MEKK2 mut-MEK5 | PHOSPHO1 inh
CCOC(=O)c1ccccc1NS(=O)(=O)c1c(C)nc2sccn2c1=O | 14 | -0.8 | -34 | 106 | -8 | 100 | 2 | 2 | 25
O=C(Cc1ccccc1)NC1CCN(Cc2ccccc2)CC1 | 21 | 0.4 | -1 | 106 | -9 | 104 | 4 | 4 | 24
Cc1cc(C)c(C#N)c(Nc2ccccc2C)n1 | 12 | -2.1 | -10 | 100 | -24 | 100 | -4 | -4 | 14
c1ccc(Cc2nnc3sc(-c4ccco4)nn23)cc1 | -27 | -0.4 | -12 | 96 | -6 | 97 | 7 | -1 | 96*
CCN(CC)c1nc(Nc2ccc([N+](=O)[O-])cc2)nc(N(CC)CC)n1 | 8 | -0.3 | -6 | 109 | -39 | 107 | 1 | 19 | 19
CCOC(=O)c1cccc(NC(=O)c2ccccc2C)c1 | -2 | -1.4 | 1 | 95 | 0 | 96 | 4 | 0 | 32
O=C(NN=C1CCCC1)c1ccccc1OCc1ccc(Cl)cc1 | -1 | 0.8 | -31 | 97 | -2 | 97 | 19 | 5 | 40
CCCNC(=O)Cn1c(=O)oc2cc(S(=O)(=O)N3CCCC3)ccc21 | 10 | -0.1 | -9 | 109 | -9 | 103 | 11 | 7 | 15
Cc1cccc(C)c1NC(=O)CCn1cnc2ccccc2c1=O | -7 | -0.3 | -2 | -2.0*[inhibitor] | -2 | 1.0*[inhibitor] | -9 | -22 | 30
CC(C)(C)C(=O)Nc1nnc(-c2ccncc2)o1 | 12 | -0.4 | 4 | 98 | -6 | 87 | -10 | -1 | 6
CC1Sc2ccc(S(=O)(=O)CCC(=O)N3CCN(c4cccc(Cl)c4)CC3)cc2NC1=O (stereo unspecified) | 2 | 12 | -49 | 94 | 17 | 99 | 1 | -1 | 10
COc1ccccc1CNC(=O)C1CCN(S(=O)(=O)c2cccc([N+](=O)[O-])c2)CC1 | 5 | 0.5 | -20 | 100 | -1 | 100 | 2 | -1 | 31
CCOC(=O)C1=C(CS(=O)(=O)c2ccc(F)cc2)NC(=O)NC1c1ccc(O)c(O)c1 (stereo unspecified) | 18 | -0.7 | -12 | 103 | -14 | 99 | 79* | 2 | 22
COC(=O)c1cccc(NC(=O)COc2cccc([N+](=O)[O-])c2)c1 | 0 | 2.1 | -3 | 94 | -7 | 96 | 0 | -5 | 43
CCCCC(=O)Nc1ccc(S(=O)(=O)N2CCCCC2c2cccnc2)cc1 (stereo unspecified) | 13 | 1.0 | -28 | 103 | -18 | 102 | -12 | 5 | 14
COc1cc(/C=C(\C#N)C(=O)NCC2CCCO2)cc(OC)c1OC (stereo unspecified) | -1 | 0.8 | 2 | 88 | 1 | 97 | 3 | -7 | 18
COc1ccc(CNC(=O)Cn2nc([N+](=O)[O-])cc2C)cc1 | -3 | -0.2 | -5 | 106 | -7 | 104 | 4 | 6 | 19

Following part
SMILES	NALP1 yeast inh	OXTR ag	DNA FID counter	MEKK2wt PB1 HTS	GPR7 antag	MEKK3 PB1 HTS	PfM18AAP inh	MEKK2 mut-MEK5	PHOSPHO1 inh
CCOC(=O)C1CCCN(Cc2nc(N)nc(Nc3ccc(OC)cc3)n2)C1 (stereo unspecified)	9	1.5	-3	104	-9	103	2	0	-8
Cc1nn(C)c(C)c1CN(C(=O)C1CCC(=O)N(C2CCCCCC2)C1)C(C)C (stereo unspecified)	7	0.5	-50	93	-3	98	-1	-7	13
Cc1c(/C=N\NC(=O)C2(C)CC2(Cl)Cl)cnn1C (stereo unspecified)	12	0.8	-5	94	-3	96	-12	-2	7
Clc1ccc(Oc2nc(N3CCOCC3)nc(N3CCOCC3)n2)c(C2CCCCC2)c1	·	0.0	-3	97	-10	102	4	-6	·
Cc1ccc(-c2nc(CS(=O)CC(=O)NC3CCC(C)CC3)c(C)o2)cc1 (stereo unspecified)	1	-1.8	-37	106	-20	105	-10	9	43
Cc1nnsc1-c1onc(C)c1C(=O)O/N=C/c1ccc(Cl)cc1	21	-1.1	0	97	-4	95	-3	-10	45
CCC(=O)N=c1sc2cc([N+](=O)[O-])ccc2n1CCOC	29	0.0	9	99	3	100	8	-2	9
COc1ccc(-c2csc(NC(CO)c3nc4ccccc4n3CCCO)n2)cc1 (stereo unspecified)	·	-0.4	·	99	·	92	·	-1	·
COc1ccc(N2CCN(C(=O)CCCn3c(=O)c4cccn4c4cccnc43)CC2)cc1	-6	-0.7	-32	107	-10	103	3	9	12
CCC(=O)Oc1ccc(C2N(C(=O)CC)CCN2S(=O)(=O)c2ccc(C)cc2)cc1OC (stereo unspecified)	21	0.7	-29	99	-1	101	1	3	23
CCN(CC)C(=O)COn1c(SCC(=O)N(CC)CC)nc2ccccc2c1=O	0	0.8	-28	105	3	104	1	2	-22
Cn1cc(Cl)c(C(=O)Nc2cccc(Cl)c2Cl)n1	30	1.0	-2	96	-1	93	1	2	22
CCC(CC)C(=O)NCc1ccc(OC)cc1	15	-0.3	1	79	8	84	4	-11	-21
O=C(CN1C(=O)c2ccccc2S1(=O)=O)NCc1ccccn1	1	0.5	-3	91	-24	93	-11	-6	-31
Cc1cc(C)nc(NC(=O)c2cc3ccccc3o2)n1	15	-0.5	-7	99	5	102	-2	1	18
Cn1c(=O)c2c(=O)cc(NNC(=O)CC#N)[nH]c2n(C)c1=O	-10	-0.5	-17	97	-9	101	16	-5	37
O=C(CN(Cc1ccccc1)C(=O)CCC(=O)Nc1nccs1)NCc1ccccc1	-20	0.4	-31	96	-14	98	-4	0	23
Cc1ccc(/C=C2\SC(=S)N(CCC(=O)Nc3ccc(O)cc3)C2=O)cc1	16	1.2	-11	105	-18	103	0	6	36

Screening results deposited in PubChem by several laboratories.

Outcome played no part in choosing rows (roughly 6.2% active in at least one column).
